GPR151 activ = activates the human receptor GPR151; PathHunter beta-arrestin GPR151 cells, luminescence; activation, % at 11.2 µM; actives 1% (n = 650,000); Q8TDV0; in the data active means activation above about 4.9%;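 further: 0% = median of compound wells and 100% = cells with positive control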
Target sequence (Q8TDV0 whole entry, looked up): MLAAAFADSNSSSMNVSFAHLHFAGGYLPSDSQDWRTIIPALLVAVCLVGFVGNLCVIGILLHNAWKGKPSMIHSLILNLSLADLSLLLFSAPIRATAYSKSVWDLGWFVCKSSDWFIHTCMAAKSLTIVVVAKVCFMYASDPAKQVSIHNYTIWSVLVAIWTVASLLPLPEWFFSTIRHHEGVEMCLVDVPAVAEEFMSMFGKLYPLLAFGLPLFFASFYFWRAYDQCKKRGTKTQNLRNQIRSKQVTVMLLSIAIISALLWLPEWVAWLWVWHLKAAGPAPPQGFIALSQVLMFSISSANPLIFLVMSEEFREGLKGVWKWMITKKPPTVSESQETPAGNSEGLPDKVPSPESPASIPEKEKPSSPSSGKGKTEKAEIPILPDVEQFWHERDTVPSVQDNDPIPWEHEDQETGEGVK
TEAD-YAP block = TEAD-YAP interaction inhibition; HEK-TIYL cells, TEAD-Gal4/YAP UAS-luciferase luminescence; inhibition, % at 9.12 µM; actives 1.4% (n = 640,000); AID 1259422; in the data active means inhibition above about 32%;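 further: 0% = median of test compound wells and 100% = reference inhibitor wells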
MITF inh = human MITF inhibition, primary screen. O75030. AlphaScreen MITF homodimerization, bead proximity signal. inhibition, % at 2.6 µM. actives 0.91% (n = 650,000); in the data active means inhibition above about 50%;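 further: 0% = vehicle wells with protein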
Target sequence (O75030 whole entry, looked up): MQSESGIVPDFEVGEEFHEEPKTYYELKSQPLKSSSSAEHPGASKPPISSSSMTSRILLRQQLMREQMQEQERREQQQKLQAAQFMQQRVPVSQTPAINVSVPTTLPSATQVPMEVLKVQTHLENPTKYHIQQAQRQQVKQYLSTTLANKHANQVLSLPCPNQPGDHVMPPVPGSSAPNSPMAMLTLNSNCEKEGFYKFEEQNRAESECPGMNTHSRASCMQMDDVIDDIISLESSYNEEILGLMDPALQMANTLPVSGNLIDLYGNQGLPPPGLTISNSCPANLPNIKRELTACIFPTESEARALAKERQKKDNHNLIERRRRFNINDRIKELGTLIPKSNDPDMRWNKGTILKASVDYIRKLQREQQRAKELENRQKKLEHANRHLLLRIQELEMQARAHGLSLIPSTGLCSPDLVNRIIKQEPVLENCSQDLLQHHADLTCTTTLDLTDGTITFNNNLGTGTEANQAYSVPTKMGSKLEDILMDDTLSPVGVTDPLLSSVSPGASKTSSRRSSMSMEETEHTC
FBW7 activator = activators of human E3 ligase FBW7. AlphaScreen FBW7–phospho-cyclin E peptide binding, activator screen. Q969H0. actives 0.13% (n = 650,000). normalized activity (activation), % at 26.1 µM; in the data active means normalized activity above about 1.9%;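 further: purified mutant Fbw7 with reduced substrate affinity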
Starred values were filed as active, the others as inactive.

Below each compound – GPR151 activ, TEAD-YAP block, MITF inh, FBW7 activator
CC1=CCC(C(=O)O)C(C(=O)Nc2ccccc2NC(=O)c2ccc(C(F)(F)F)cc2)C1 (stereo unspecified)
 : -3.1, -82, 7, 0.1
CCOC(=O)c1cn(CC(=O)Nc2cccc(Br)c2)c2nc(C)ccc2c1=O
 : 2.3, 3, 6, 0.1
O=C(N/N=C/c1ccc(F)cc1)c1ccc[n+]([O-])c1
 : -0.9, -3, -1, 0.1
CC(C)c1nc2ccccc2c2nnc(SCC(=O)N3CCCC3)n12
 : -0.6, 9, 17, 0.0
COc1ccccc1N1CCN(C(=O)c2sc3ncnc(N4CCN(c5ccccn5)CC4)c3c2C)CC1
 : -0.8, 35*, -5, 0.0
COC(=O)C(NC(=O)/C=C/c1ccccc1)C(C)C (stereo unspecified)
 : 0.8, 5, -9, -0.1
CN1CCN(C(=O)CN2C(=O)c3ccccc3C2=O)CC1
 : -0.2, 4, 6, 0.0
Nc1cccc(-c2cc(NCc3nc4ccccc4[nH]3)ncn2)c1
 : 1.6, -8, -3, 0.1
O=C(Nc1ccc(O)cc1C(=O)O)c1cccc([N+](=O)[O-])c1
 : -5.9, 0, 53*, -0.6
Nc1ncc(-c2cc(C(F)(F)F)cc(C(F)(F)F)c2)nc1NC1CCC(O)CC1 (stereo unspecified)
 : 0.8, -5, -9, 0.1
Cc1ccc(OCC(=O)N/N=C/c2ccco2)c([N+](=O)[O-])c1
 : -1.1, -25, 12, 0.0
CC(C)COc1ccc(C2Nc3ccccc3C(=O)N2c2ccc(Cl)c(Cl)c2)cc1 (stereo unspecified)
 : 0.0, -53, 11, 0.0
Cc1ncc([N+](=O)[O-])n1Cc1ccc(I)cc1
 : -1.0, 0, 17, 0.7
CSCCCNC(=S)Nc1ccccc1I
 : -1.0, -46, 7, 0.0
CCOC(=O)c1c(-c2ccc(F)cc2)csc1NC(=O)CSc1ncnc2sc3c(c12)CCC3
 : 0.5, -1, 21, -0.1
CC1(C)CC(=O)C2=C(C1)N(c1ncn[nH]1)C(N)=C(C#N)C2c1cccc(Cl)c1 (stereo unspecified)
 : -1.0, 8, -10, -0.2
COc1ccc(C(=O)O/N=C(\N)c2ccccn2)c(OC)c1
 : -7.5, 41*, -3, -0.1
O=C(O)COc1ccccc1/C=N/NC(=O)c1ccccc1O
 : -0.8, -7, 17, 0.1
Cc1ccc(-n2nnnc2SCC(=O)NC2CCCCC2)cc1C
 : 2.3, -3, 1, 0.1
O=C(Nc1cccc(Cl)c1)C1C2C=CC3(O2)C1C(=O)N(Cc1cccs1)C3C(=O)NC1CCCCC1 (stereo unspecified)
 : 1.0, -4, -1, 0.0
Fc1cccc(Cl)c1Cn1nnc(-c2ccc(N3CCOCC3)cc2)n1
 : -0.9, -6, -13, -0.1
COc1ccc(C2NC(=O)NC(C)=C2C(=O)c2ccccc2)cc1OC (stereo unspecified)
 : -1.0, 4, 6, 0.1
O=C(O)c1cc([N+](=O)[O-])ccc1Sc1ncn[nH]1
 : 1.4, -6, -11, -0.1
O=C(COc1ccc(Cl)cc1)Nc1ccc(O)c(-c2nc3ccccc3o2)c1
 : -0.7, -10, -5, -0.2
C=CCc1cc(OC)ccc1OCCOCCNCCCOC
 : 1.0, 4, 8, 0.1
O=C(CSc1nc(N2CCOCC2)nc(N2CCOCC2)n1)c1ccccc1
 : 0.8, -11, -12, -0.2
Cc1ccc(N2C(=O)CSC2c2ccc([N+](=O)[O-])cc2)cc1 (stereo unspecified)
 : -0.4, 1, 6, -0.1
Cc1ccc(N2CCN(C(=O)Cc3c(C(=O)O)[nH]c4ccccc34)CC2C)cc1 (stereo unspecified)
 : 0.5, -10, 0, 0.1
CCOC(=O)c1c(N)sc(=S)c2c1CCC2
 : 0.8, -10, 43, -0.4
Cc1nc(Cl)c(C(=O)N2CCC(C)CC2)c(C)c1Cl
 : 2.4, 6, 2, 0.1
N#C/C(=C/c1ccc2c(c1)OCO2)c1ccc(C#N)cc1
 : 0.3, -36, 2, -0.2
NS(=O)(=O)c1ccc(NC(=O)CN2C(=O)CN(c3ccccc3)C2=O)cc1
 : 0.5, -9, 4, 0.0
O=C(COc1ccccc1)NCc1nnc(SCC(=O)N2N=C(c3cccs3)CC2c2ccc(F)cc2)n1-c1ccc([N+](=O)[O-])cc1 (stereo unspecified)
 : 1.3, 2, -12, 0.1
CCOc1ccccc1C1C(C(=O)Nc2ccc(C)cc2C)=C(C)Nc2ncnn21 (stereo unspecified)
 : 0.3, 0, -18, 0.1
CC(=O)OC(C(=O)NCc1ccc2c(c1)OCO2)c1ccccc1Cl (stereo unspecified)
 : -0.1, -6, -6, -0.1
Cc1nn(CC(=O)N2C(C)CCCC2C)c(=O)c2cc3ccsc3n12 (stereo unspecified)
 : -1.5, 3, 19, 1.0
Cc1ccc(/C=C2\SC(=S)N(CCC(=O)NC(C)(C)C)C2=O)cc1
 : -1.1, 10, 10, -0.2
CCN(CC)S(=O)(=O)c1cccc(C(=O)Nc2ccccc2OC)c1
 : 1.5, 5, 1, -0.1
O=[N+]([O-])c1ccc(/C=N/Nc2ncc(Cl)cc2Cl)cc1
 : 1.2, -19, 8, 0.0
C(=N\N1CCN(C2c3ccccc3-c3ccccc32)CC1)/c1ccco1
 : 0.1, -4, -8, -0.2
COc1ccc(N2CCN(Cc3nc4c(c(=O)[nH]c(=O)n4C)n3CC(C)C)CC2)cc1
 : -0.1, 10, 0, 0.1
Cc1ccc2nc(C(F)(F)F)c(C(=O)NCc3cccs3)n2c1
 : 2.7, -3, 6, 0.2
COc1ccc2nc(C3COc4ccccc4O3)nc(Nc3cn[nH]c3)c2c1 (stereo unspecified)
 : -0.7, 14, 2, -0.2
CCN(CC)C(=O)C1CN(CCCOc2cccc(C#N)c2)CCN1C(=O)c1ccco1 (stereo unspecified)
 : 4.4, 1, 24, 0.8
Cc1c(NS(C)(=O)=O)c(=O)n(-c2ccccc2)n1C
 : 1.5, -2, 5, -0.1
CCCCn1c(N)c(-c2nc3ccccc3s2)c2c([N+](=O)[O-])nn(C)c(=O)c21
 : 0.6, -14, -2, 0.0
CCc1ccc(NC(=O)c2ccc(F)c(S(=O)(=O)NCC3COc4ccccc4O3)c2)cc1 (stereo unspecified)
 : 2.5, 16, 3, 0.7
Cc1ccc(C)c(NC(=O)CSc2nnc3cc(C)c4ccccc4n23)c1
 : 0.0, -1, 0, 0.3
COc1ccc(-c2nc3scc(CCNC(=O)COc4ccccc4)n3n2)cc1
 : 0.2, 12, -2, -0.2
Fc1ccc(CN2CCOCC2)c(F)c1
 : 0.4, 4, 37, -0.1

Pulled by structure from above, two records:
Below each compound – GPR151 activ, TEAD-YAP block, MITF inh, FBW7 activator
Fc1ccc(CN2CCOCC2)c(F)c1
 : 0.4, 4, 37, -0.1
CCCCn1c(N)c(-c2nc3ccccc3s2)c2c([N+](=O)[O-])nn(C)c(=O)c21
 : 0.6, -14, -2, 0.0

Going on with the list.
Below each compound – GPR151 activ, TEAD-YAP block, MITF inh, FBW7 activator
Cc1ccc2nc3c(cc(C(=O)N4CCCCCC4)n3C)c(=O)n2c1
 : -0.1, -65, -6, -0.1
C=CCn1c2ccccc2c2nnc(SCC(=O)Nc3ccc(OC(F)(F)F)cc3)nc21
 : -0.3, 20, 10, 0.1
C=CC(=O)NC(NC(=O)C=C)c1ccccc1F
 : 1.2, -8, 0, -0.2
COc1ccc2c(c1)C[C@H](C(=O)Nc1ccc(-c3cn[nH]c3C)cc1OCCN(C)C)NC2
 : -0.3, -3, 10, -0.2
COc1ccccc1CNC(=O)c1nc2c(nnn2Cc2ccc(F)cc2)c(=O)[nH]1
 : -0.7, -11, 16, 0.4
CS(=O)(=O)N1CCN(Cc2cccc(Cl)c2)CC1
 : 0.9, -2, 70*, 0.1
CC(C)C1=NN2C(=N)/C(=C/c3ccc(Sc4ccc(Cl)cc4)o3)C(=O)N=C2S1
 : 1.9, 0, 1, 0.1
COc1cc(NC(=O)c2sc3ncn(CC(=O)N4CCCCC4)c(=O)c3c2C)cc(OC)c1OC
 : 0.0, 11, 0, -0.2
COC(C(=O)N/N=C(\C)c1ccc(I)cc1)c1ccccc1 (stereo unspecified)
 : 0.8, -17, 5, 0.2
COc1cccc(Nc2ncccc2C(=O)Nc2ccccc2OC)c1
 : 1.7, -3, 11, 0.3

Record cards, from the list above:
Entry for C=CCn1c2ccccc2c2nnc(SCC(=O)Nc3ccc(OC(F)(F)F)cc3)nc21 : GPR151 activ = -0.3; TEAD-YAP block = 20; MITF inh = 10; FBW7 activator = 0.1
Entry for COc1cccc(Nc2ncccc2C(=O)Nc2ccccc2OC)c1 : GPR151 activ = 1.7; TEAD-YAP block = -3; MITF inh = 11; FBW7 activator = 0.3

The list goes on:
structure,GPR151 activ,TEAD-YAP block,MITF inh,FBW7 activator
Cc1[nH][nH]c(=O)c1C(c1ccc(-c2cccc([N+](=O)[O-])c2)o1)c1c(C)[nH][nH]c1=O,0.2,0,1,-0.2
COc1ccc(-n2cc(C(=O)Nc3nc4c(C)cccc4s3)c3ccccc3c2=O)cc1,-0.5,6,6,-0.1
O=C(NC1CCCCCC1)c1cccc([N+](=O)[O-])c1,0.6,3,1,0.0
CC(=O)NS(=O)(=O)c1ccc(-c2ccc(C=C(C#N)C#N)o2)cc1,0.2,6,65*,0.1
COc1ccc(C2C=C(c3cccc(Br)c3)Nc3ncnn32)cc1 (stereo unspecified),-0.6,-3,-6,-0.1
Cc1ccccc1-n1c(C)nc2c(cnn2-c2ccccc2)c1=O,1.9,-13,2,0.1
Cc1[nH]ncc1-c1ccc(NC(=O)OCc2ccccc2)c(C(=O)N(C)C)c1,-0.3,-3,38,0.1
O=C(Nc1ccc(C(=O)N2CCCC2)cc1)c1cccc(C(F)(F)F)c1,-1.1,12,18,0.4
Cc1ccc2c(c1)C1CN(C)CCC1N2C(=O)CCCN1C(=O)c2ccccc2C1=O (stereo unspecified),1.4,-19,-3,-0.1
Oc1ccccc1Nc1nc(NCc2ccco2)c2ccccc2n1,1.7,10,-1,-0.3
COC(=O)C1=C(C)N(c2ccccc2)/C(=C/c2cccc3ccccc23)C1=O,0.3,-15,4,-0.1
COc1ccc(/C(O)=C2/C(=O)C(=O)N(CCCCCC(=O)O)C2c2ccccc2F)cc1 (stereo unspecified),-0.6,10,15,0.0
Fc1ccccc1CSc1nc2ncc(Br)cc2[nH]1,-1.0,-58,4,0.1
Cc1ccc(NC(=O)c2cc3ccccc3oc2=Nc2ccc(Cl)cc2Cl)cc1,0.3,-37,12,0.2
Cc1sc(NC(=O)CN(C(=O)c2ccccc2)C2CCCC2)c(C(N)=O)c1C,-1.4,41*,11,0.0
COc1cc(/C=C2/C(=O)N(c3ccc(C(=O)O)cc3)N=C2C)cc(OC)c1OC,-0.6,11,9,0.0
c1ccc2[nH]c(SCc3ccc(CSc4nc5ccccc5[nH]4)cc3)nc2c1,-1.2,-17,10,-0.1
O=c1c(Oc2ccccc2)c(C(F)(F)F)oc2c(O)c(O)ccc12,0.3,2,-2,-0.4
Cc1ccc(/C=N/NC(=O)c2ccccc2O)c(O)c1,-0.5,25,9,0.0
COC(=O)c1c(NC(=O)c2cc3nc(-c4ccccc4)cc(C(F)(F)F)n3n2)sc2c1CCC(C(C)(C)C)C2 (stereo unspecified),0.5,3,4,-0.1
CC(C)(C)n1ncc2c(=O)n(CC(=O)N3CCc4ccccc43)cnc21,0.5,22,-6,-0.1
COc1ccc(N(CC(O)CN2CCCCC2)S(=O)(=O)c2ccc(C)cc2)cc1 (stereo unspecified),-1.7,14,7,-0.3
Cc1ccc(SCCOC(=O)c2cccnc2N)cc1,0.5,10,5,0.7
COCC(C)Nc1ncnc2c1c(-c1ccccc1)cn2-c1cccc(C)c1 (stereo unspecified),1.3,-11,-3,-0.3
COc1ccccc1NC(=O)Nc1ccnn1C1CCN(C(=O)CC2CCCC2)CC1,-0.1,-12,-1,0.1
CC(=O)c1ccc(NC(=O)CSc2ccc3nnc(-c4ccc(Cl)cc4)n3n2)cc1,-0.8,1,0,0.0
O=C(COc1ccc(N2CCCC2)nn1)NCc1nc(-c2ccccc2)no1,-1.4,0,2,-0.1
COc1ccc2nc(NC(=O)CN3c4cccc5cccc(c45)S3(=O)=O)sc2c1,-0.1,-5,-4,0.0
Cc1ccc(/C(O)=C2/C(=O)C(=O)N(CCCN3CCOCC3)C2c2ccco2)cc1 (stereo unspecified),1.3,-8,-1,0.1
CC1=C(C(=O)OC2CCCC(C)C2)C(c2cccc(F)c2)NC(=O)N1 (stereo unspecified),3.5,-6,2,-0.1
COC(=O)c1sc(C(=O)OC)c(O)c1O,1.7,-6,20,0.0
O=C(c1cc2nc(-c3ccc4c(c3)OCO4)cc(C(F)(F)F)n2n1)N1CCOCC1,0.3,5,10,0.0
O=C1CCCN1CCCNc1cc(Nc2ccc(-n3ccnc3)cc2)ncn1,1.0,3,0,-0.1
O=C(Nc1c[nH]c(=O)[nH]c1=O)c1ccc2c(c1)C(=O)N(c1cccc([N+](=O)[O-])c1)C2=O,-0.3,4,0,-0.2
COCCCN1C(=O)c2ccc(C(=O)OCc3ccccc3Cl)cc2C1=O,-0.4,2,4,0.1
COc1ccccc1NC(=O)N1c2ccccc2CC1C(N)=O (stereo unspecified),1.4,13,21,0.6
COCCN1C(=O)C(O)=C(C(C)=O)C1c1ccc(C(C)C)cc1 (stereo unspecified),0.1,0,5,0.2
CCN(CC)S(=O)(=O)c1ccc(N2CCC(CNS(C)(=O)=O)CC2)cc1,0.9,11,6,-0.1
COc1ccc(/C=C2\NC(=O)c3ccccc3C2=O)cc1,-0.1,5,-1,0.6
